Screens from PubChem BioAssay.
P. falciparum M1AAP: P. falciparum M1AAP inhibitors, biochemical, fluorogenic H-Leu-NHMec substrate, 1536-well (AID 1445) | actives 0.42% (n = 220,000) | inhibition, % at 30 µM, or IC50 in µM where a hit was titrated | recombinant M1AAP, H-Leu-NHMec fluorogenic kinetic assay; higher % means a stronger effect;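 active = primary inhibition above the hit cutoff, then over 50% inhibition at one or more dose response concentrations, cut at about 23% in these data, passing the limit was not always enough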;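 note: plate controls were DMSO full reaction for no effect and no enzyme background for full effect; strong numbers were not always called active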
Autophagy HCS: autophagy modulation, high-content screen; calls only at 10 µM (by protocol); actives 0.98% (n = 190,000); MEF GFP-LC3 puncta imaging; test concentration mostly 10 µM;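 active = percentage of spot-positive cells more than 3 SD above its plate mean, without a fluorescence outlier flag or 80% toxicity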;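 note: spot-positive cell cutoff set from DMSO-treated cells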
Ins promoter up: MIN6 insulin promoter up-regulation; MIN6 insulin promoter-GFP reporter, high-content imaging; hits give high values; z-score at 5 µM; actives 0.3% (n = 190,000);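 active = z-score above 3 at 5 µM with at least 500 cells counted in the well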
P. falciparum M17LAP: P. falciparum M17LAP inhibitors, primary screen, biochemical, fluorogenic H-Leu-NHMec substrate, 1536-well (AID 1619). inhibition, % at 30 µM; hits with a dose series show IC50 in µM. recombinant M17LAP, H-Leu-NHMec fluorogenic kinetic assay; higher % means a stronger effect. actives 0.38% (n = 220,000);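 active = compound inhibiting the enzyme by more than half at any dose during confirmatory dose-response retesting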;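 note: plate controls were full reaction with DMSO carrier for no effect and no enzyme background for full effect; strong numbers were not always called active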
Dynein cargo inh: blocks dynein driven cargo transport along microtubules; 3617.4 mouse cells, GR-EGFP nuclear translocation imaging; test concentration mostly 20 µM; stimulated with dexamethasone, 1 µM; hits give low values; actives 0.47% (n = 220,000); z-score, hits read low;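 active = plate z-score of nuclear minus cytoplasmic receptor signal below a set negative limit, without overly bright fluorescence or cell loss, cut at about -3.5 in these data, passing the limit was not always enough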;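 note: z-score of nuclear minus cytoplasmic ring GR-EGFP intensity difference per well; some compounds called inactive have numbers as strong as hits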
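Also added: dexamethasone, 1.0 µM final. Medium: tet-free, stripped-serum medium. Detection: fixed, Hoechst-stained cells imaged at 10x for EGFP. Read-out: nuclear-to-cytoplasmic GR-EGFP distribution per well. Times: induction 48 h, compound 1 h, agonist 30 min.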
bCat nuc transl: modulators of beta-catenin nuclear translocation | AID 1665 | actives 0.3% (n = 190,000) | HeLa beta-catenin nuclear translocation, immunofluorescence imaging | nuclear translocation activity, % at 5 µM;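 active = nuclear translocation activity above 50% at 5 µM, with a well cell count of 50 or more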;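 note: per-cell ratio of nuclear to cytoplasmic median beta-catenin stain intensity; plate controls were DMSO negative control for no effect and GSK-3 inhibitor IX positive control for full effect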
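System: HeLa cells, endogenous beta-catenin; compound dosing: 5 µM primary single dose, 0.1% DMSO, 0.02–20 µM confirmation series; incubation: 24 h compound exposure at 37°C, 5% CO2; signal: beta-catenin immunofluorescence imaging with DAPI; evaluation: % activation, nuclear-to-cytoplasmic median beta-catenin signal ratio per cell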
MT stabilize HCS: stabilizes microtubules in HeLa cells | % tubulin-high responders, % at 10 µM | HeLa tubulin immunostaining HCS, 24 h; share of cells brighter than vehicle mean+2SD | actives 0.83% (n = 200,000);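 active = plate Z-score above 3 for both tubulin-high and condensed-nucleus cell shares, with cell loss under 80%, at 10 µM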;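 note: anti alpha tubulin signal scored within the nucleus-defined area of each cell; some results filed as inactive read as strong as hits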
K1F lysis inhibition: inhibition of K1F phage lysis, E. coli UTI89, bacterial capsule biogenesis inhibitors, alamar blue (AID 488966). E. coli UTI89 K1F phage lysis, alamar blue, 2 h; higher % means a stronger effect. inhibition, % at 100 µM, or IC50 in µM where a hit was titrated. actives 0.02% (n = 340,000);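 active = phage lysis inhibition, versus mean bacterial control, above a set limit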;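 note: capsule biogenesis inhibitors block K1F phage lysis so surviving cells raise fluorescence; higher fluorescence means more inhibition of phage lysis; actives were called in the ten point dose series up to 300 µM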
ER stress rescue: rescue of cells from ER stress-induced death, primary screen, 384-well, CSM14.1, thapsigargin, ATP luminescence (AID 1222). CSM14.1 thapsigargin-induced death rescue, ATP luminescence; higher % means a stronger effect. cellular ATP content (survival), % at 20 µM; hits with a dose series show EC50 in µM. 190,000 tested, under 10 active;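 active = EC50 below 50 µM in the dose-response confirmation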;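 note: death triggered by thapsigargin at about 15 µM added after 2 h compound pretreatment; cell ATP read after overnight thapsigargin exposure of roughly 18 to 22 hours; normalized against plate controls of thapsigargin alone and 5% DMSO vehicle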
Dynein cargo inh cytoplasmic EGFP: also measured in Dynein cargo inh; calls as there; z-score; measured here: cytoplasmic GR-EGFP intensity; hits give high values
Dynein cargo inh nuclear GR-EGFP: further read-out of Dynein cargo inh, marked with its call; z-score; measured here: nuclear GR-EGFP intensity;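 lower value marks the stronger effect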
Dynein cargo inh cell count: also measured in Dynein cargo inh; calls as there; z-score; measured here: cell count per field
Ins promoter up cell count: second read-out of Ins promoter up, no call of its own (marks repeat the call); cell count; measured here: cytotoxicity, nuclei count;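 total cells summed across four imaged fields per well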
bCat nuc transl cell count 5 µM: second read-out of bCat nuc transl, no call of its own (marks repeat the call); cell count; measured here: cell count, cytotoxicity flag
MT stabilize HCS Hoechst-high %: also measured in MT stabilize HCS; calls as there; % Hoechst-high responders; measured here: nuclear condensation Hoechst responders;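 share of cells brighter than vehicle mean plus two SD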
MT stabilize HCS cytotoxicity %: further read-out of MT stabilize HCS, marked with its call; toxicity, %; measured here: cytotoxicity by cell density;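 0% = mean cell density of plate MIN control wells and 100% = no cells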
Autophagy HCS cell loss 18 h: also measured in Autophagy HCS; calls as there; toxicity, %; measured here: cell loss, nuclei count;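 cell loss after 18 h compound exposure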
* hit, by the source's call; i = inactive; · = no result given; + = active, no number; [ ] = remark or other dose.

SMILES	P. falciparum M1AAP	Autophagy HCS	Autophagy HCS cell loss 18 h	Ins promoter up	Ins promoter up cell count	P. falciparum M17LAP	Dynein cargo inh	Dynein cargo inh cytoplasmic EGFP	Dynein cargo inh nuclear GR-EGFP	Dynein cargo inh cell count	bCat nuc transl	bCat nuc transl cell count 5 µM	MT stabilize HCS	MT stabilize HCS Hoechst-high %	MT stabilize HCS cytotoxicity %	K1F lysis inhibition	ER stress rescue
O=C(Cn1nc(Cl)nc1Cl)c1cc2ccccc2oc1=O	7%	i	14	0.53	1118	6%	-1.7	-0.13	-0.86	-0.42	1.8	804	4.2	2.3	1.8	2.5%	3.0%
CC1CC(C)(C)NC(=S)N1CCC(=O)NCc1ccc(F)cc1 (stereo unspecified)	-4%	i	7	-0.35	1199	-2%	-0.35	-0.24	0.16	0.53	-0.9	1018	3.8	1.5	5.8	0.4%	0.2%
CCCCNC(=O)Nc1cc(C(=O)OC)ccc1C	-4%	i	16	1.1	1458	-1%	0.34	-0.035	0.56	0.42	-1.5	861	7.7	2.3	3.7	-0.1%	0.4%
CN1CCc2nc(SCC(=O)Nc3ccc(F)cc3)c(C#N)cc2C1	5%	i	1	-0.05	1192	29%	-0.7	-0.19	-0.46	-0.063	-0.9	1098	2.0	0.2	33	·	·
Fc1ccc(CN2CCCN(C(=S)Nc3ccc(F)cc3)CC2)cc1	-3%	·	·	-0.06	1097	-7%	1.6	-0.15	0.53	-1.3	0.2	1293	·	·	·	-0.5%	·
Cc1cc(C)c2nc(NC(=O)c3ccc4c(c3)OCO4)sc2c1	0%	i	-34	·	·	-8%	-0.17	-0.085	-0.65	0.31	·	·	2.8	1.9	6.3	0.8%	1.9%
Cc1ccc(CN2CCc3c(OCC(=O)Nc4cccc(C)c4C)cccc3C2=O)cc1	3%	i	-4	0.56	1289	-13%	0.78	-0.26	-0.0038	-0.82	-2.6	574	1.5	5.5	11	·	-1.2%
O=C1C2C3C=CC(CNS(=O)(=O)c4ccccc4)(O3)C2C(=O)N1c1ccc(Cl)cc1 (stereo unspecified)	1%	i	0	-0.16	1258	-25%	-0.31	-0.24	-0.42	0.53	0.3	960	2.5	3.2	2.4	0.6%[50 µM]	-0.4%
COc1cccc(-c2nc(Oc3cc(C)cc(C)c3)c3ccccc3n2)c1O	3%	+	60*	0.1	1457	1%	0.23	-0.055	-0.02	-0.099	-0.5	1091	5.7	4.9	4.0	·	0.9%
CCN(CC)c1ccc(NC(=O)c2cccnc2)cc1	2%	i	-2	0.25	1204	-55%	0.44	0.035	0.51	-0.14	-1.7	1239	2.1	1.6	1.9	0.6%	-2.2%
C=CCNC(=O)CN1CCC(n2nnc3cc(C(F)(F)F)ccc32)CC1	-9%	i	0	-0.26	1516	-5%	1.2	-0.23	0.48	-0.28	-0.7	1562	2.0	2.6	7.8	0.7%	3.4%
COc1cc(NS(=O)(=O)c2ccc(Nc3nc(-c4ccccn4)cs3)cc2)nc(OC)n1	-7%	i	12	-0.27	1692	36%	-0.39	-0.16	0.098	0.47	4.9	982	1.0	1.5	4.2	-1.2%	-1.0%
CC(C)OC(=O)/C(=C\C=C\c1ccccc1)NC(=O)c1ccccc1	20%	i	2	-0.03	1507	4%	-0.11	-0.16	-0.14	0.13	1.0	1315	0.6	1.2	6.7	0.2%	-0.2%
Cc1nn(C)c(C)c1S(=O)(=O)N(CC(=O)NC1CCCCCC1)c1ccc(C(C)C)cc1	2%	i	-28	-0.66	725	1%	-0.3	-0.19	-0.15	0.017	·	·	4.9	2.7	5.3	0.3%	0.5%
COC(=O)C1CCN(CC(=O)Nc2ccccc2Sc2ccccc2)CC1	-3%	i	9	1.5	1297	5%	-0.9	-0.32	-0.49	1.2	0.3	990	4.5	1.9	7.2	-0.1%	·
O=C(COC(=O)c1cccc(S(=O)(=O)N2CCCC2)c1)Nc1ccccc1	-4%	i	-2	0.23	1203	2%	-1	-0.13	-0.76	0.12	·	·	2.4	2.8	6.6	0.6%	-1.3%
Cn1c(N)c(C(=O)COC(=O)c2cccc(S(=O)(=O)N3CCCCC3)c2)c(=O)n(C)c1=O	-2%	i	-5	-0.66	1361	9%	1.3	-0.24	0.93	-1	-1.0	1076	4.6	2.1	7.8	7.7%	-1.5%
CC(C)NC(=O)COC(=O)/C=C/c1ccc(F)cc1	1%	i	-2	-0.48	1423	3%	-0.22	0.0069	0.011	-0.15	·	·	1.6	4.9	14	2.1%[50 µM]	-0.4%
O=C(CN1C(=O)c2cccc3cccc1c23)Nc1ccc2c(c1)OCO2	-2%	i	1	-0.19	1654	31%	-0.62	-0.19	-0.36	0.51	0.6	1326	0.8	1.4	7.2	5.7%	-0.6%
O=C(COC(=O)c1ccc([N+](=O)[O-])o1)Nc1nc2ccccc2s1	5%	·	·	1.3	1428	1%	-0.36	-0.051	-0.019	0.075	-1.1	1031	·	·	·	-0.1%	·
COc1ccccc1N1CCN(C(=O)Nc2ccc(F)c(Cl)c2)CC1	9%	i	-24	-0.52	1327	0%	-0.59	-0.19	-0.17	0.71	-1.1	1154	2.9	2.1	2.2	0.3%	-2.9%
COc1ccc(S(=O)(=O)N2CCC(C(=O)NCc3ccccn3)CC2)cc1OC	3%	i	5	·	·	9%	-0.77	-0.25	-0.18	1.3	-16	1244	2.8	2.6	7.1	-0.3%	-4.4%
CCN1CCN(C(=O)c2ccc(Cl)c(S(=O)(=O)N3CCCCCC3)c2)CC1	10%	i	17	0.05	1360	-3%	0.12	-0.2	0.2	-0.26	0.0	1102	1.1	2.0	9.1	-0.6%	-0.7%
CCOC(=O)N1CCN(C(=O)CC(C(=O)N2CCc3ccccc32)n2ccnc2)CC1 (stereo unspecified)	9%	i	-2	1.4	875	8%	-0.41	-0.33	-0.047	-0.16	·	·	5.0	3.5	11	7.7%	-0.1%
COc1ccc2c(c1)c(N=O)c(O)n2C	-2%	i	-5	0.12	965	4%	0.087	-0.17	0.51	0.37	·	·	2.0	1.0	4.2	0.7%	-0.4%

Going on with the list:
SMILES	P. falciparum M1AAP	Autophagy HCS	Autophagy HCS cell loss 18 h	Ins promoter up	Ins promoter up cell count	P. falciparum M17LAP	Dynein cargo inh	Dynein cargo inh cytoplasmic EGFP	Dynein cargo inh nuclear GR-EGFP	Dynein cargo inh cell count	bCat nuc transl	bCat nuc transl cell count 5 µM	MT stabilize HCS	MT stabilize HCS Hoechst-high %	MT stabilize HCS cytotoxicity %	K1F lysis inhibition	ER stress rescue
COc1ccc(/C=N/NC(=O)Cn2cnc3c2c(=O)n(C)c(=O)n3C)cc1	4%	·	·	-0.91	1194	0%	-0.17	-0.066	-0.097	0.13	0.0	1323	·	·	·	-1.2%	·
CCOC(=O)N1CCC(N2CCN(S(=O)(=O)c3ccc(OC)cc3)CC2)CC1	2%	i	3	0.07	1625	8%	-0.61	-0.11	-0.31	0.31	-0.2	1555	3.5	2.7	7.6	-2.4%	0.4%
Cc1ccc(C2=NN(S(C)(=O)=O)C(c3cccs3)C2)cc1 (stereo unspecified)	1%	i	-1	-0.38	1558	-4%	0.17	-0.19	0.97	-0.27	-0.7	1343	2.1	1.8	9.8	-0.3%	-1.2%
COc1ccc2c(c1)C(=O)[C@@H](O)[C@H](c1ccc(OC)c(Br)c1)O2	4%	i	-5	0.05	1188	-2%	0.47	-0.3	0.52	0.47	·	·	3.2	2.1	3.6	0.2%	-1.0%
Nc1sc(-c2ccccc2)cc1-c1n[nH]c(=S)n1C1CCCCC1	3%	·	·	-0.45	680	-1%	-0.51	-0.025	-0.56	-1.3	0.9	1348	·	·	·	·	·
O=C(O)C1=C[C@H](c2ccc(F)cc2)C[C@H](OCCCCO)O1	-1%	·	·	0.03	1117	-3%	-0.78	-0.67	-0.3	0.83	1.8	1294	·	·	·	-0.4%	·
CSc1oc(-c2ccc(F)cc2)nc1S(=O)(=O)c1ccc(F)cc1	1%	i	3	-0.44	928	-10%	0.74	-0.033	0.79	-1.8	·	·	5.9	2.7	5.6	0.5%	-1.1%
CC1CCCCN1Cc1ccc(N)cc1 (stereo unspecified)	7%	i	0	·	·	14%	-0.078	-0.22	-0.00025	0.52	2.3	863	3.8	2.6	5.3	0.3%	-3.2%
Cn1c(=O)[nH]c2c(Cl)nccc21	-4%	·	·	0.16	1508	6%	-0.029	-0.23	-0.42	0.012	0.6	1327	·	·	·	-0.3%	·
CCC(C)[C@H]1CNC(=S)N1CCc1cccc2ccccc12 (stereo partly specified)	1%	·	·	-0.58	907	7%	0.31	-0.63	0.28	-0.099	0.6	1009	·	·	·	0.1%	·
C=CCOc1ccc2nc(NC(=O)OC)[nH]c2c1	0%	+	70*	-1.7	698	22%	-0.63	-0.052	-0.36	0.44	109*	581*	38*	40*	78*	1.4%	-1.8%
O=C(NCc1cccnc1)c1ccc([N+](=O)[O-])cc1	-4%	i	-19	-0.05	1335	5%	0.33	0.075	0.37	0.085	1.1	1103	1.5	1.5	6.9	1.4%	·
